Screening data from PubChem BioAssay.
S-ASM inh = inhibitors of human secretory acid sphingomyelinase. 340,000 tested, 0.006% active. placental ASM, HMU-PC fluorogenic substrate, 60 min. Potency, µM (top dose mostly 57.5 µM), without a hit: top-dose activity change, negative = inhibition, usual class: inhibitors. AID 504937; note: potency is the fitted concentration of half-maximal effect
Target sequence (P17405 47-631 limits assumed): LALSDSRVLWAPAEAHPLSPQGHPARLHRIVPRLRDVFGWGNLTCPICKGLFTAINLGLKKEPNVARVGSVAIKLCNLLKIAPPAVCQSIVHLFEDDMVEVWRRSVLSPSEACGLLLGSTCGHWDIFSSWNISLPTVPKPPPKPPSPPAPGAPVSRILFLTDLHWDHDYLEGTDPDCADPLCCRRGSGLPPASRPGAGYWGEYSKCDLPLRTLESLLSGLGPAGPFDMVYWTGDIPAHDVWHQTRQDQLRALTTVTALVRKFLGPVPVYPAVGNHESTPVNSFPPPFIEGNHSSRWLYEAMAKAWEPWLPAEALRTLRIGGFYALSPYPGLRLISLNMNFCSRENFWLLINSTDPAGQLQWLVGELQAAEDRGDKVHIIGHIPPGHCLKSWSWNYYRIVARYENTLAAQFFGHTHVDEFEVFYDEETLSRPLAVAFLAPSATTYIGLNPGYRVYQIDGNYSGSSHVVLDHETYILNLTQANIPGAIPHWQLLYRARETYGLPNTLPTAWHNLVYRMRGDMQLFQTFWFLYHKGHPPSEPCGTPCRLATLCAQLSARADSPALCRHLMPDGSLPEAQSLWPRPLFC
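Fluorescence read-out (Ex 386 nm, Em 447 nm) after stopping the reaction at pH 10. Enzyme: ASM from human placenta; substrate HMU-PC0, 9 uM final; 60 min, 37 °C. Compound preincubation 10 min, ambient temperature.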
Integrin act MD = activators of alpha7 integrin expression for muscular dystrophy | alpha7betagal myoblasts, beta-gal FDG fluorescence, 48 h | Potency, µM (titrated, usually from 38.3 µM), without a hit: at the highest dose activation, actives largely listed as activators | 350,000 tested, 0.064% active;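 note: potency is the fitted concentration of half-maximal effect; 100% = response of the positive control SU9516; nearly all actives have a fitted effect of over 60% in size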
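alpha7betagal+/- myoblasts (passage 13, 250/well) treated 48 h at 37C with compounds at 1:260 dilution of DMSO stock. Lysed, then beta-galactosidase activity read as FDG fluorescence (ex 480/em 540) after 30 min, with pre-read for autofluorescence.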
GALK inh = inhibitors of human galactokinase; P51570; Purified GALK, Kinase-Glo residual ATP luminescence; Potency, µM (titrated, usually from 57.5 µM), for the others: top-dose activity change, negative = inhibition, hits mostly inhibitors; 270,000 tested, 0.007% active; note: potency is the fitted concentration of half-maximal effect; % is set by controls: 0 for no effect and ±100 for the full control effect
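Galactose (100 uM) and ATP (35 uM) were turned over by 5 nM GALK for 1 h at RT. Kinase-Glo Plus then converted the remaining ATP into a luminescent signal.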
CXXC DNA block = MLL CXXC-DNA interaction inhibition; MLL-CXXC / FITC-HOXA9 DNA fluorescence polarization; AID 2662; Potency, µM (doses to about 115 µM), inactives show at the highest dose activity change, negative = inhibition, most hits filed as inhibitors; 290,000 tested, 0.037% active; active = well fitted inhibition curve with a large enough effect in the polarisation, with a control signal flat, not every such curve was filed as active; inconclusive = small, poorly fitted or top-dose-only effect, or effect the other way, or a change in a side signal; inactive = no such curve, though single readings can be large or run the other way; the % refers to the polarisation; note: potency is the fitted concentration of half-maximal effect
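Purified MLL-CXXC (added from a 7 uM solution) was preincubated 5 min at ambient with pinned compounds in 50 mM Tris-HCl pH 7.5, 50 mM NaCl, 1 mM DTT, 0.05% BSA. Fluorescein-labeled HOX-A9 DNA (50 nM solution) followed, 30 min, then polarization read.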
hERG WT inh = blocks the wildtype human KCNH2 potassium channel; Q12809; U2OS, BacMam KCNH2, thallium flux FluxOr; hits give low values; activity change, % at 1.84 µM; 340,000 tested, 0.37% active; AID 720551;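 active = maximum activity change below -70%; inconclusive = maximum activity change between -70% and -50%; inactive = maximum activity change above -50%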; note: % is set by controls: 0 for no effect and ±100 for the full control effect
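U2OS cells were transduced with wild-type KCNH2 virus (2.03 x 10^8 / mL) for 4 h at room temperature, then cultured overnight at 37 C. Thallium flux was read with FluxOr dye. Rate constants were normalized to DMSO controls.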
Coupling enz = coupling enzyme interference in Giardia aldolase counter-screen; coupling enzyme system counterscreen, AmpLite Red fluorescence; 290,000 tested, 0.67% active; activity change, negative = inhibition, % at 58.2 µM, hits read low; in the data active = activity change below about -30%; note: % is set by controls: 0 for no effect and ±100 for the full control effect
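Counterscreen of the coupled detection system alone, without aldolase: glyceraldehyde-3-phosphate coupling enzymes plus AmpLite Red readout. Compounds at 57.5 uM final, 10 min RT preincubation, 20 min RT reaction, fluorescence 525/598 nm.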
TRPV1 agonist = activates the human vanilloid receptor TRPV1; activation, % at 8.33 µM; 320,000 tested, 0.19% active; TRPV1-expressing cells, Fluo-8 calcium influx, agonist mode; Q8NER1; in the data active = activation above about 80%; inconclusive = between about 30% and that limit; note: 0% is about no effect
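Fluo-8 calcium influx in TRPV1-expressing cells, kinetic read (ex 480/em 520 nm). Compound added and read 3 min for agonist activity, followed by capsaicin at EC20 final and 2 min further read for enhancement.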
MBNL1-CUG inh = MBNL1-poly(CUG) RNA binding inhibition. Q9NR56. TR-FRET MBNL1-His/biotin-(CUG)12 binding, 665/545 ratio. Potency, µM (series often up to 57.5 µM), for the others: top-dose activity change, negative = inhibition, actives largely listed as inhibitors. 280,000 tested, 0.036% active. AID 2675; active = well fitted inhibition curve with a large enough effect in the signal ratio, with a control signal flat, not every such curve was filed as active; inconclusive = small, poorly fitted or top-dose-only effect, or effect the other way, or a change in a side signal; inactive = no such curve, though single readings can be large or run the other way; the % refers to the signal ratio; note: potency is the fitted concentration of half-maximal effect; % is set by controls: 0 for no effect and ±100 for the full control effect
Target sequence (Q9NR56 whole entry, looked up): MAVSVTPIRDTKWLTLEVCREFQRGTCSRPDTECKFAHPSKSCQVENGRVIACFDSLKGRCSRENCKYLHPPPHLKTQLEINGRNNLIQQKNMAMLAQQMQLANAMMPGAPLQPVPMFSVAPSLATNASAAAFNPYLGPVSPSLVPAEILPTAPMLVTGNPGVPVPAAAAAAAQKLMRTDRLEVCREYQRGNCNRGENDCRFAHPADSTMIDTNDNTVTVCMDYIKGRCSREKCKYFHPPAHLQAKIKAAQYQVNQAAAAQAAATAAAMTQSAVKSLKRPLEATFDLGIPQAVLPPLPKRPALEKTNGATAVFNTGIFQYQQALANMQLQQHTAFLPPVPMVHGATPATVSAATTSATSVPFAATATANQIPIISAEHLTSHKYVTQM
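TR-FRET between His-tagged MBNL1 and biotin-(CUG)12 RNA, detected with Tb anti-His antibody (0.055 ng/ul) and streptavidin-XL665 (5 nM), 60 min at room temperature. Compounds titrated 92 nM to 58 uM; 665/545 nm ratio normalized to buffer and complex controls.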
KCNH2 3.1 inh = KCNH2 3.1 (human) potassium channel inhibition. U2OS KCNH2 3.1, thallium flux FluxOr; hits give low values. activity change, % (tested at about 1.8 µM). 340,000 tested, 0.95% active. AID 720553;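 active = maximum activity change below -70%; inconclusive = maximum activity change from -70% to -50%; inactive = maximum activity change above -50%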;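 note: thallium influx rate constant from kinetic fluorescence after stimulation buffer; % is set by controls: 0 for no effect and ±100 for the full control effect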
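Channel expression came from 3.1 mutant virus (1.77 x 10^8 /mL) applied to suspended U2OS cells for 4 h. Flux was tracked with FluxOr dye plus Red40 quencher, and kinetic rate constants normalized to controls.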
A-T KAP1 phos = candidate therapy for ataxia-telangiectasia | […] A-T fibroblasts, KAP-1 phosphorylation AlphaLISA; neocarzinostatin DNA damage 30 min before lysis | Potency, µM (titrated, usually from 57.5 µM), for inactives: top-dose activation, actives largely listed as activators | 320,000 tested, 0.19% active | AID 485349; note: potency is the fitted concentration of half-maximal effect; % of control where 0% means no effect; nearly all actives have a fitted effect of over 45% in size
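hTERT-immortalized A-T patient fibroblasts ([…]), 500 cells/well in OPTI-MEM, 1% FBS, got compounds for 60 min, then NCS for 30 min at 37C. Lysates were then assayed for phospho-KAP-1 by AlphaLISA (anti-pKAP1 donor, anti-KAP1 acceptor beads), 6 hr at 25C.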
* = called active by the depositor; i = inactive; ? = inconclusive; / = no result given; [ ] = dose if it differs, or a comment. Unless noted, calls come from the whole dose curve; as a rule, active = well fitted curve in the direction sought with a large enough effect; inconclusive = small, poorly fitted or top-dose-only effect, or another doubt; inactive = no such curve, though single readings can be large; an effect the other way counts as inactive or inconclusive.

item | Structure | S-ASM inh | Integrin act MD | GALK inh | CXXC DNA block | hERG WT inh
1 | NC(=O)NOCc1c(F)cccc1Cl | 3% | -19% | 2% | -2% | -5
2 | Cc1ccc(-c2nnc(CSc3nncn3N)o2)cc1 | -1% | 9% | 6% | 5% | 18
3 | O=C(O)/C(=C\c1ccco1)NC(=O)c1cccc2ccccc12 | 3% | 13% | 4% | -11% | -29
4 | COc1ccccc1NC(=O)C1CCN(S(=O)(=O)c2cccc3nonc23)CC1 | -6% | 6% | 0% | 31%[activator] | 2
5 | CC(=O)c1cnc2c(-c3ccccc3)c(C(F)(F)F)nn2c1C | -1% | 61% | 3% | -2% | -8
6 | O=C(N/N=C/c1ccsc1)c1ccc2ccccc2n1 | 1% | -8% | 11% | 0% | 8
7 | COc1ccc(-c2csc3ncnc(N4CCN(S(=O)(=O)c5ccccc5C#N)CC4)c23)cc1 | -3% | 3% | -2% | -2% | -17
8 | Cc1ccc2nc(/C(C#N)=C\c3ccc(Oc4ccc([N+](=O)[O-])cn4)cc3)[nH]c2c1 | 8% | -28% | 0% | 1% | -29
9 | CCCCOC(=O)n1c(=S)oc2cc(Cl)ccc21 | 2% | 4% | 3% | 57%[activator] | 2
10 | CCC(C)c1ccc(S(=O)(=O)N2CCN(CC(O)COCC3CCCO3)CC2)cc1 (stereo not given) | 3% | -15% | / | / | 7
11 | COc1ccc(OC)c(NC(=O)c2cc(S(=O)(=O)N(C)C)ccc2N2CCCC2)c1 | 0% | 13% | / | / | 40
12 | O=C(COc1ccccc1F)Nc1nnc(C2CCCC2)s1 | 3% | 0% | -6% | 10% | -6
13 | COC(=O)c1scc2c(=O)cc(C(F)(F)F)[nH]c12 | i | / | -4% | 4% | /
14 | CC(=O)c1ccc(NC(=O)CCc2ccc(C)o2)cc1 | -2% | 1% | -2% | 1% | -11
15 | CCCn1nc(NS(=O)(=O)c2ccccc2)c2cc3ccccc3nc21 | 1% | 4% | 7% | 0% | 11

item | Coupling enz | TRPV1 agonist | MBNL1-CUG inh | KCNH2 3.1 inh | A-T KAP1 phos
1 | 5 | 2 | 15% | 12 | -3%
2 | 0 | -3 | -7% | 16 | -2%
3 | 0 | 1 | 18% | -46 | -5%
4 | 0 | 7 | ? | 0 | -8%
5 | 0 | -1 | -3% | -10 | -5%
6 | -3 | ? | 15% | 5 | 11%
7 | / | -5 | 175%[activator] | -5 | 8%
8 | 1 | 16 | / | -33 | -4%
9 | 3 | 8 | 4% | 15 | 7%
10 | / | 1 | / | 8 | -4%
11 | / | 13 | / | -6 | -2%
12 | / | 1 | 0% | 21 | 13%
13 | -10 | 0 | / | / | -5%
14 | 1 | 22 | -1% | -15 | 4%
15 | 10 | 6 | ? | 1 | 15%

Remaining list, next part
item | Structure | S-ASM inh | Integrin act MD | GALK inh | CXXC DNA block | hERG WT inh
16 | FC(F)(F)c1cc(Oc2ccccc2)nc(-c2ccccn2)n1 | 0% | 7% | -3% | -5% | 6
17 | CCCNc1nc(C)cc(-c2cc(-c3ccc(Cl)cc3)on2)n1 | 4% | 21% | 3% | 0% | -3
18 | CN1C(=O)N(C)C2C1N(C)S(=O)(=O)N2C (stereo not given) | 0% | 12% | 11% | 6% | -9
19 | C=CCSc1nc(O)c(CC)c(=O)n1C(C)CC (stereo not given) | 0% | -23% | 3% | 5% | 7
20 | CC#Cc1cc2c(cc1O)CCC1C2CCC2(C)C(O)CCC12 (stereo not given) | -2% | -7% | / | / | 6
21 | O=C(CSc1ccc(-c2nc3ccccc3[nH]2)cn1)Nc1ccc2c(c1)OCCO2 | 8% | 13% | 1% | 33%[activator] | 3
22 | Oc1ccc2oc3c(c2c1/C=N/n1cnnc1)CCCC3 | -1% | -25% | 5% | 3% | -10
23 | Oc1c(C(c2ccc(Cl)cc2)N2CCCC2)cc(Cl)c2cccnc12 (stereo not given) | -2% | 23% | 8% | 20% | 1
24 | COc1ccccc1C(=O)N1CCN(C(=O)c2ccncc2)CC1 | 8% | 14% | 1% | -3% | -13
25 | CCOC(=O)[C@H]1[C@H]2COc3ccc(Cl)cc3[C@@H]2N2C(=O)CN(Cc3ccc(C)cc3)C(=O)[C@@]12C | -3% | -3% | / | / | 8
26 | N#CCC(=O)N/N=C/c1cccc(Oc2ccccc2)c1 | -4% | -25% | 8% | -5% | 7
27 | Cc1cccc(N(CC(=O)NC(C)(C)C)C(=O)CS(=O)CC(=O)Nc2ccc(F)cc2)c1 (stereo not given) | -3% | 0% | 1% | 2% | -5
28 | Cc1ccc(-n2nnnc2SCC(=O)Nc2sc(C)c(C)c2C#N)cc1C | -1% | -11% | -4% | 4% | -8
29 | CC(C)OCCCNC(=O)C1CCN(S(=O)(=O)N2CCCC2)CC1 | 1% | 42% | 4% | 2% | /
30 | Cc1ccc(NC2=NCC(=O)N2Cc2ccc3c(c2)OCO3)cc1 | 0% | 10% | -1% | -4% | -9

item | Coupling enz | TRPV1 agonist | MBNL1-CUG inh | KCNH2 3.1 inh | A-T KAP1 phos
16 | -1 | / | -2% | -1 | -2%
17 | 3 | 1 | -2% | -25 | -3%
18 | 2 | -1 | -5% | 0 | 10%
19 | -11 | 1 | -6% | -6 | -1%
20 | / | / | / | 11 | /
21 | -5 | 3 | ? | 11 | -2%
22 | -5 | 0 | 7% | 3 | 9%
23 | -7 | 5 | -5% | -23 | -6%
24 | 3 | -12 | 3% | -3 | 0%
25 | / | ? | / | -8 | -5%
26 | -14 | -5 | -3% | 2 | 14%
27 | 3 | -1 | -4% | -8 | 0%
28 | 1 | -1 | 1% | -13 | -1%
29 | -1 | 0 | -5% | 16 | 0%
30 | 0 | 3 | 6% | 4 | -1%

Continuation:
item | Structure | S-ASM inh | Integrin act MD | GALK inh | CXXC DNA block | hERG WT inh
31 | O=C(COC(=O)Cc1ccccc1F)NNC(=O)c1ccc(Cl)cc1 | 3% | 0% | / | / | -1
32 | Cc1nc(SCC(=O)Nc2ccc3c(c2)OCO3)c(C#N)c2c1CCCC2 | -4% | 12% | 0% | 7% | -6
33 | Cc1ccc(Nc2cnn(C34CC5CC(CC(CC(=O)O)(C5)C3)C4)c(=O)c2Cl)cc1 | 1% | 22% | -5% | 0% | 1
34 | Oc1cnn(-c2ccccc2)c1 | 1% | 9% | 0% | 1% | 2
35 | Cc1cccc(C)c1NC(=O)Cn1nc(C)n2cccc2c1=O | 3% | -24% | 6% | 0% | -8
36 | CCCCCCCC(=O)OCC(=O)[C@@]1(O)CC[C@H]2[C@@H]3CCC4=CC(=O)CC[C@]4(C)[C@H]3[C@@H](O)C[C@@]21C | 11% | / | 2% | -4% | 2
37 | CC(=O)Nc1ccc(S(=O)(=O)N2CCC(C(=O)N[C@@H](Cc3ccccc3)C(=O)O)CC2)cc1 | -2% | -3% | / | -2% | -2

item | Coupling enz | TRPV1 agonist | MBNL1-CUG inh | KCNH2 3.1 inh | A-T KAP1 phos
31 | / | 7 | / | 17 | 3%
32 | 4 | 2 | 3% | 8 | 2%
33 | 4 | 0 | 19% | 24 | 5%
34 | 4 | -2 | -2% | 5 | 0%
35 | 2 | -2 | -3% | 18 | 13%
36 | -3 | 3 | -15% | -2 | -5%
37 | 3 | -3 | -3% | 17 | 1%

Structures listed so far that contain fluorine:
item | Structure | S-ASM inh | Integrin act MD | GALK inh | CXXC DNA block | hERG WT inh
1 | NC(=O)NOCc1c(F)cccc1Cl | 3% | -19% | 2% | -2% | -5
5 | CC(=O)c1cnc2c(-c3ccccc3)c(C(F)(F)F)nn2c1C | -1% | 61% | 3% | -2% | -8
12 | O=C(COc1ccccc1F)Nc1nnc(C2CCCC2)s1 | 3% | 0% | -6% | 10% | -6
13 | COC(=O)c1scc2c(=O)cc(C(F)(F)F)[nH]c12 | i | / | -4% | 4% | /
16 | FC(F)(F)c1cc(Oc2ccccc2)nc(-c2ccccn2)n1 | 0% | 7% | -3% | -5% | 6
27 | Cc1cccc(N(CC(=O)NC(C)(C)C)C(=O)CS(=O)CC(=O)Nc2ccc(F)cc2)c1 (stereo not given) | -3% | 0% | 1% | 2% | -5
31 | O=C(COC(=O)Cc1ccccc1F)NNC(=O)c1ccc(Cl)cc1 | 3% | 0% | / | / | -1

item | Coupling enz | TRPV1 agonist | MBNL1-CUG inh | KCNH2 3.1 inh | A-T KAP1 phos
1 | 5 | 2 | 15% | 12 | -3%
5 | 0 | -1 | -3% | -10 | -5%
12 | / | 1 | 0% | 21 | 13%
13 | -10 | 0 | / | / | -5%
16 | -1 | / | -2% | -1 | -2%
27 | 3 | -1 | -4% | -8 | 0%
31 | / | 7 | / | 17 | 3%
